GPR7 antag – blocks human GPR7 receptor signaling | P48145 | AID 1861 | inhibition, % at 4.4 µM | hit rate 1.1% among 290,000 | GPR7-expressing cells, fluorescence antagonist assay; in the data active means inhibition above about 16%, passing the limit was not always enough;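 further: cells stimulated with the agonist NPW; 0% = agonist with vehicle and 100% = vehicle without agonist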
VIM-2 inhibitor – blocks Pseudomonas aeruginosa VIM-2 metallo-beta-lactamase | AID 1527 | inhibition, % at 5.6 µM | hit rate 0.89% among 290,000 | purified VIM-2, nitrocefin hydrolysis, epi-absorbance fluorescence;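 active means inhibition above the mean of all tested compounds plus 3 SD, cutoff set per screening run, cut at about 7.5% in these data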;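 further: red hydrolysis product quenches plate fluorescence so inhibitors raise well fluorescence; 0% = enzyme with DMSO and 100% = DMSO without enzyme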
HCV NS3 hel inh – blocks Hepatitis C virus NS3 helicase unwinding; NS3 helicase DNA unwinding, Cy5 molecular beacon fluorescence; AID 1800; inhibition, % at 10.9 µM; hit rate 0.56% among 290,000;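 active means inhibition above the mean of all tested compounds plus 3 SD, set per campaign, cut at about 35% in these data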;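 further: 0% = DMSO wells and 100% = thioflavine S control wells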
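assay system = NS3 helicase fragment of HCV | buffer or medium = MOPS pH 6.5, MgCl2, DTT, Tween20, BSA | timing = 60 min unwinding reaction at 25 °C after ATP addition | signal = Cy5 beacon fluorescence read at start and 1 h | read-out basis = % inhibition of unwinding | control set = low DMSO, high thioflavine S at 110 µM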
FID counter – counter-screen for HCV NS3 helicase inhibitors: DNA intercalator displacement. DNA fluorescent intercalator displacement, fluorescence. AID 1845. hit rate 0.17% among 290,000. inhibition, % at 7.9 µM; in the data active means inhibition above about 37%;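 further: 0% = vehicle and 100% = reference compound; higher means more ethidium bromide displaced from hairpin DNA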
PHOSPHO1 block – PHOSPHO1 (human) inhibition; recombinant PHOSPHO1, absorbance phosphatase assay; inhibition, % at 13.3 µM; hit rate 1.1% among 290,000; in the data active means inhibition above about 60%
Target sequence (Q8TCT1 whole entry, looked up): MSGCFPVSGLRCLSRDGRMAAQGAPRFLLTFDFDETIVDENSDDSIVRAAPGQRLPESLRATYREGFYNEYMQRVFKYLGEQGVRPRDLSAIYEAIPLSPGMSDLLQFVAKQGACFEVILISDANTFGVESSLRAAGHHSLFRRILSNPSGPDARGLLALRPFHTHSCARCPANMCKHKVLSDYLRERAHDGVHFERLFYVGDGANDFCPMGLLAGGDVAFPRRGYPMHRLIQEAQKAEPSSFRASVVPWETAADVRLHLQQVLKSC
OXTR ag – activates the human oxytocin receptor | P30559 | CHO-OTR cells, Fluo-8 calcium fluorescence; normalized: DMSO 0%, oxytocin 100% | hit rate 0.32% among 320,000 | activation, % at 3 µM;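 active means activation above the mean of all tested compounds plus 3 SD, cutoff set per screening run, cut at about 20% in these data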;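 further: peak over basal fluorescence ratio from a 100 s FLIPR kinetic read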
Target sequence (P30559 whole entry, looked up): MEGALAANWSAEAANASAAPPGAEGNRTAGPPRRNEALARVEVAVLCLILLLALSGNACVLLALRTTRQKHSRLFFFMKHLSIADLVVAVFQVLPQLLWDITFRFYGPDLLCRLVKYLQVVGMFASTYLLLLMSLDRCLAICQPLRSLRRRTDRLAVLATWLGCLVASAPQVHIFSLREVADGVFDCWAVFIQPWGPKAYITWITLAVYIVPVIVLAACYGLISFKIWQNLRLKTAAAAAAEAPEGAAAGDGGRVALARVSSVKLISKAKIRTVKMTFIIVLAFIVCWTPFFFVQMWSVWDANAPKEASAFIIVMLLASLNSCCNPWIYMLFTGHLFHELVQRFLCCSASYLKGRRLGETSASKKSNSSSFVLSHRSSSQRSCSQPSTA
GalR3 antagonist – blocks the human galanin receptor 3 | hit rate 0.44% among 360,000 | inhibition, % at 3 µM | O60755 | AID 651719 | HEK293 GalR3-CNG cAMP membrane potential fluorescence; galR3 body fused to GalR1 C-terminus;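 active means inhibition above the screen-wide average plus 3 SD, cut at about 13% in these data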;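 further: forskolin and galanin both at EC90 stimulate the cells; cAMP rise reported by CNG channel membrane potential dye signal; 0% = forskolin plus galanin with DMSO and 100% = forskolin alone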
IMP-1 inhibitor – blocks Pseudomonas aeruginosa IMP-1 metallo-beta-lactamase | inhibition, % at 5.6 µM | hit rate 0.45% among 290,000 | AID 1556 | purified IMP-1, nitrocefin hydrolysis, epi-absorbance fluorescence;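 active means inhibition above the mean plus 3 SD of all compounds in the same screening run, cut at about 4.5% in these data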;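 further: 0% = IMP-1 with DMSO and 100% = DMSO wells lacking enzyme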
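System: Purified recombinant IMP-1 metallo-beta-lactamase enzyme | Measured by: Fluorescence quenching readout, ex 480/em 530 nm | Replication: Singlicate | Incubation: 15 min preincubation plus 25 min reaction at 25 °C | Evaluation: Percent inhibition from optical density relative to buffer-blank wells | Benchmarks: DMSO with and without IMP-1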
V1R ag counter – V1a receptor agonism, counter-screen for OXTR agonists. P37288. CHO-V1R cells, Fluo-8 calcium fluorescence, agonist mode; 0% DMSO, 100% 3 nM vasopressin. AID 2797. hit rate 0.25% among 320,000. activation, % at 3 µM;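 active means activation above the mean activation of all tested compounds plus 3 SD, per screening run, cut at about 20% in these data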;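 further: signal is peak over basal fluorescence ratio across a 100 second FLIPR read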
Target sequence (P37288 whole entry, looked up): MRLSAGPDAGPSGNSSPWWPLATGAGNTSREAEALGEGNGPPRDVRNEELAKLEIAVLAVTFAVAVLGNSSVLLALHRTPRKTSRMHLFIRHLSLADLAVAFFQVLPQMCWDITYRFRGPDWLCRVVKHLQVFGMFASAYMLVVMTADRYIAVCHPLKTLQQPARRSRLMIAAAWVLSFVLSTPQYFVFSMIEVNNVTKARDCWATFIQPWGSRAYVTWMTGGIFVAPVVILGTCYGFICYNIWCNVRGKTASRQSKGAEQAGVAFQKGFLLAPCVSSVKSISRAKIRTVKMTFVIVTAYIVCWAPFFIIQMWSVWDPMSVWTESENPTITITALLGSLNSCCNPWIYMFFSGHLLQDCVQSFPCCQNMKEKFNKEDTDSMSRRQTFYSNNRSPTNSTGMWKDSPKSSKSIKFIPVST
Starred values were filed as active, the others as inactive; . = not tested or not shown.

SMILES | GPR7 antag | VIM-2 inhibitor | HCV NS3 hel inh | FID counter | PHOSPHO1 block | OXTR ag | GalR3 antagonist | IMP-1 inhibitor | V1R ag counter
CCN(CC)C(=O)Cn1cc(C(=O)C(=O)NCCc2ccccc2)c2ccccc21 | 21.6 | -1.0 | 2.6 | -21.8 | 38.0 | -1.6 | 1.5 | -0.2 | -0.9
COc1ccc(NC(=O)N2CCCC2C(=O)Nc2ccc(C)cc2)cc1 (stereo unspecified) | -0.5 | -1.9 | 5.2 | 2.9 | -9.4 | -0.8 | -1.6 | 0.2 | 0.5
COc1cc([N+](=O)[O-])ccc1NC(=O)NNC(=O)C(C)Oc1ccc(F)cc1F (stereo unspecified) | 0.6 | -1.0 | -6.2 | -0.3 | 28.7 | -0.1 | -4.7 | -1.5 | 2.6
CCOc1cc(C)c(Cl)cc1S(=O)(=O)n1ccnc1 | -8.9 | -2.0 | -4.4 | -7.5 | 9.1 | -0.5 | -4.3 | -2.6 | 1.1
c1ccc(-c2nnc(CSc3ccc4c(c3)OCCO4)o2)cc1 | -15.0 | -1.5 | -0.5 | -22.8 | 26.7 | 0.6 | 0.2 | -2.8 | 1.6
Cc1c(/C=N/Nc2ccc([N+](=O)[O-])cn2)c2ccccc2n1Cc1ccccc1 | -15.7 | -3.2 | -1.6 | 0.6 | 10.0 | 1.6 | -4.3 | -1.3 | 1.1
COc1ccc(NC(=O)c2c(SC)nsc2SC)cc1 | -10.8 | 1.9 | -2.4 | -5.6 | 43.3 | -1.4 | -1.3 | -2.7 | -1.8
COc1ccc(C(=O)OC(C)CN2CCN(C)CC2)cc1OC (stereo unspecified) | -3.8 | 1.6 | -1.9 | 6.8 | 11.5 | 0.6 | -2.3 | -1.5 | 0.8
Cc1sc2nc(SCC(=O)NCc3ccco3)n(C)c(=O)c2c1C | -5.8 | 0.7 | -3.2 | -6.2 | 16.8 | 1.2 | -3.7 | -2.2 | 3.3
O=C(Nc1ccccc1C(F)(F)F)N1CCN(C(c2ccccc2)c2ccccc2)CC1 | -7.6 | -3.6 | -0.5 | 2.4 | 10.8 | -0.7 | 4.3 | -2.1 | -0.5
O=C(CCCC(=O)NCc1ccccc1)NCc1ccccc1 | -5.6 | 1.1 | -1.8 | -2.9 | -5.1 | -1.4 | -0.1 | -0.6 | -0.3
O=C(CSc1nnc(-c2ccc(O)cc2)n1Cc1ccco1)c1ccccc1 | 17.6 | -4.1 | 2.7 | -15.3 | 49.2 | -0.7 | -3.6 | -0.1 | 2.1
CC(=O)Nc1ccc(Sc2ccccc2C(=O)O)c(C(=O)O)c1 | -2.4 | -0.2 | -7.2 | -1.6 | . | 0.6 | -4.5 | -1.7 | -0.3
Cc1cc(C(=O)NCC(=O)OCC(=O)N2CCCCCC2)ccc1[N+](=O)[O-] | -4.8 | -1.6 | -2.0 | -4.4 | 6.0 | -0.8 | -9.9 | -1.5 | 1.6
CN(C)S(=O)(=O)c1cc(NC(=O)CN2CCN(c3ccccc3O)CC2)ccc1Cl | -7.0 | 0.6 | 0.3 | -14.7 | 11.4 | -0.5 | 6.2 | -1.6 | 0.5

Retrieved by compound from above (3):
SMILES | GPR7 antag | VIM-2 inhibitor | HCV NS3 hel inh | FID counter | PHOSPHO1 block | OXTR ag | GalR3 antagonist | IMP-1 inhibitor | V1R ag counter
CCOc1cc(C)c(Cl)cc1S(=O)(=O)n1ccnc1 | -8.9 | -2.0 | -4.4 | -7.5 | 9.1 | -0.5 | -4.3 | -2.6 | 1.1
COc1ccc(C(=O)OC(C)CN2CCN(C)CC2)cc1OC (stereo unspecified) | -3.8 | 1.6 | -1.9 | 6.8 | 11.5 | 0.6 | -2.3 | -1.5 | 0.8
c1ccc(-c2nnc(CSc3ccc4c(c3)OCCO4)o2)cc1 | -15.0 | -1.5 | -0.5 | -22.8 | 26.7 | 0.6 | 0.2 | -2.8 | 1.6

Next structures follow:
SMILES | GPR7 antag | VIM-2 inhibitor | HCV NS3 hel inh | FID counter | PHOSPHO1 block | OXTR ag | GalR3 antagonist | IMP-1 inhibitor | V1R ag counter
CCN(CC)CCCNC(=S)N(Cc1ccco1)Cc1cc2cc3c(cc2[nH]c1=O)OCCO3 | -5.0 | 2.5 | -19.5 | -0.4 | -6.6 | -0.6 | -3.7 | -0.1 | 1.2
CN(Cc1ccc(C(F)(F)F)cc1)C(=O)c1ccc2ccccc2n1 | -8.2 | 0.0 | -5.3 | -37.0 | 0.1 | -1.2 | -7.7 | -0.1 | 1.0
C=C(C)C(=O)OCCCCCCOc1ccc(C(=O)O)cc1 | -10.8 | -2.8 | 15.3 | -32.6 | -4.0 | 3.3 | -1.7 | -2.4 | -0.9
O=C(CCS(=O)(=O)c1ccc(Br)cc1)N1CCN(c2ccccc2Cl)CC1 | -11.4 | -1.9 | -8.1 | -16.0 | 11.5 | -0.6 | -3.0 | -3.0 | 0.7
Cc1nn2c(nc(N3CCCCC3)c3ccccc32)c1C=O | -11.9 | 1.3 | -0.9 | -8.7 | -6.9 | -2.5 | 3.9 | -2.8 | -2.6
CCC1CCCCN1c1cc(C)nc2cc(-c3cccc(C)c3)nn12 (stereo unspecified) | -4.7 | 2.8 | 20.3 | -4.7 | 1.0 | -1.5 | -1.1 | -0.4 | 0.4
CCOc1c2ccc(C(=O)NCc3ccc(OC)cc3)cc2nn1CCOC | -7.8 | -0.7 | 0.0 | -10.7 | 30.5 | 7.8 | -5.1 | -0.9 | -0.1
CC(Sc1nccn1C)C(=O)Nc1ccccc1 (stereo unspecified) | -12.6 | 1.0 | 2.4 | -4.4 | 37.7 | 1.6 | -1.0 | -0.6 | -0.4
CCOC(=O)CN1C(=O)S/C(=C/c2ccc3c(c2)n(C)c(=O)n3C)C1=O | -6.2 | 1.5 | -0.8 | -6.7 | 3.2 | 0.8 | -2.2 | -2.4 | 0.2
COc1ccc2cc(C(=O)C3CCCN(C(=O)c4snnc4C)C3)ccc2c1 (stereo unspecified) | -11.6 | -1.0 | 5.0 | -29.4 | -3.1 | 6.8 | 2.9 | -1.0 | 6.0
COCCCn1c(C)nnc1SCc1ccc(C(C)(C)C)cc1 | 2.1 | -1.5 | 6.3 | -28.6 | 23.6 | -0.5 | 1.0 | -2.1 | -0.4
CCCCc1ccc(NC(=O)NCc2cccnc2)cc1 | -1.6 | -3.3 | -6.7 | -15.8 | 41.8 | -0.1 | -1.6 | -2.9 | -0.3
Cc1ccc(S(=O)(=O)Nc2ccccc2C(O)c2ccccc2)cc1 (stereo unspecified) | -9.9 | 0.1 | -0.8 | -14.8 | 15.9 | 9.3 | -6.0 | -2.1 | 7.2
CNc1oc(/C=C/c2ccccc2)nc1C#N | -9.9 | 1.0 | -2.1 | -1.6 | 10.8 | 0.3 | 0.4 | -1.9 | 2.4
O=C(NCC1CCCO1)c1cccc(Oc2ccc([N+](=O)[O-])cc2)c1 (stereo unspecified) | 11.7 | -1.4 | -2.8 | -23.4 | -22.4 | 1.5 | -3.8 | -0.4 | 6.9
CCOC(=O)c1c(N/N=C/c2cccnc2)n[nH]c1C | -2.4 | -3.8 | -16.1 | -10.4 | 1.0 | -0.4 | 0.7 | -2.9 | -0.3
COc1ccc(NC(=O)NC23CC4CC(CC(C4)C2)C3)cc1OC | -10.1 | 1.0 | 9.1 | -11.5 | -11.3 | -0.8 | 0.3 | -3.0 | -0.5
NC(=O)c1ccc(F)cc1 | -8.8 | 0.4 | 0.0 | 2.7 | . | 1.1 | -11.0 | 0.0 | 0.9
O=S(=O)(/N=C(\[O-])C[n+]1ccccc1)c1ccc(Cl)cc1 | -3.6 | -1.1 | -5.7 | -2.2 | -7.6 | -0.3 | -6.6 | -2.9 | 2.7
CC(C)[C@H](NC(=O)Nc1ccc2c(c1)OCCO2)C(=O)O | -10.3 | -2.4 | -5.5 | -3.8 | 24.2 | -0.3 | -7.4 | -3.0 | 0.8
CN(C[C@H](Cc1ccccc1)N(C[C@@H](Cc1cccc2ccccc12)N(CCc1ccccc1)N=O)N=O)N=O | -13.5 | -3.0 | -0.9 | -6.5 | 38.8 | -0.9 | -4.1 | -1.6 | -0.1
COc1ccc(-c2cnn3c4c(c(C)nc23)CCN4C2CCCC2)cc1OC | 10.1 | 0.6 | -0.5 | 3.6 | -4.0 | -0.6 | -1.2 | -0.7 | -0.3
CCN(C(=O)CCS(=O)(=O)c1cc2c(cc1Cl)NC(=O)CO2)c1ccccc1 | -2.2 | -1.6 | 10.8 | -19.2 | 17.6 | 0.6 | 3.0 | -4.5 | 0.2
c1ccc(C2=NCCCN2)cc1 | 0.8 | -0.3 | 3.9 | 2.0 | 12.7 | 1.6 | 1.0 | -1.1 | 0.7
O=C(NCc1ccco1)c1ccc(S(=O)(=O)c2cccc(S(=O)(=O)N3CCOCC3)c2)cc1 | -6.8 | -2.2 | -3.1 | -13.6 | 15.6 | 0.2 | -2.5 | -2.2 | 2.8
O=C(CCN1C(=O)c2ccncc2C1=O)Nc1ccc2c(c1)OCCO2 | -5.8 | -0.8 | -6.1 | 4.5 | -0.6 | 0.7 | -2.6 | -2.4 | 0.4
C#CCOCCOCCOCCNc1nc(N2CCN(C(=O)[C@H](Cc3cc4ccccc4[nH]3)n3cc([C@@H](N)CC(C)C)nn3)CC2)nc(N2CCN(C(=O)[C@H](Cc3cc4ccccc4[nH]3)n3cc([C@@H](N)CC(C)C)nn3)CC2)n1 | 79.1* | 0.5 | -28.5 | 63.9* | 9.3 | -1.0 | . | -2.8 | 0.7
CCCn1c(=O)c(-c2nc3ccccc3[nH]2)c(O)c2ccccc21 | -13.3 | -2.4 | 8.6 | -2.4 | -35.2 | -0.1 | -6.7 | -1.8 | 0.2
Cn1nc(C(C)(C)C)cc1C(=O)NCc1ccc2c(c1)OCO2 | 12.9 | -0.8 | 2.2 | -16.7 | -131.4 | 10.6 | 105.3* | -1.1 | 10.7
Cc1ccnc2nc(C(=O)OCCOc3ccc(F)cc3)nn12 | 2.6 | 2.1 | -13.5 | 0.1 | 32.2 | 0.1 | -1.3 | -1.2 | 0.6
Cc1cccc(NC(=O)c2cc(N3C(=O)CCC3=O)ccc2Cl)n1 | -3.8 | -0.9 | -1.8 | 5.1 | 28.3 | 0.0 | -1.8 | -1.9 | 0.6
Cc1c(NC(=O)c2nn(C)c(=O)c3ccccc23)c(=O)n(-c2ccccc2)n1C | 14.1 | 0.5 | -1.1 | -2.5 | . | 0.2 | -4.2 | -0.1 | -0.1
O=c1cc(-c2ccccc2)nc(N2CCN(Cc3ccccc3)CC2)[nH]1 | -18.6 | -0.7 | -6.4 | -8.4 | 16.5 | -0.5 | -5.0 | -3.1 | 0.8
Cn1c(=O)c2[nH]c(CN(Cc3ccccc3)Cc3ccccc3)nc2n(C)c1=O | -10.1 | -3.5 | 3.1 | -1.6 | -11.6 | -1.1 | -1.3 | -3.2 | -1.7
CN(C)c1ccc(-n2cccc2/C=N/n2cnnc2)cc1 | -5.0 | -1.8 | -3.6 | -4.0 | 1.9 | 0.2 | -9.4 | -2.0 | 0.0
CCOC(=O)c1cccc(NC(=O)CSc2nnc(C)n2CC2CCCO2)c1 (stereo unspecified) | -21.7 | -4.0 | 2.5 | -22.8 | 50.8 | -0.8 | -7.0 | -3.0 | -0.6

Screening data deposited in PubChem by several laboratories.
